CHX counter: affects cycloheximide protein synthesis inhibition readout, counter-screen | cell reporter, cycloheximide protein synthesis inhibition counterscreen | max response, % | 12% of 300,000 active | AID 2314; in the data active = max response mostly above about 13%, no sharp cut-off; inactive = mostly below about 14%; also: read at 38.3 µM for the half of the compounds with a filed dose; 0% is about no effect
Shiga inhibitor: blocks Shiga toxin action in Vero cells | Vero cells, Shiga toxin protein synthesis inhibition reporter | inhibition, % at 38.7 µM | 9.2% of 290,000 active; in the data active = inhibition mostly above about 28%, no sharp cut-off; inactive = mostly below about 43%; also: 0% is about no effect
Pf growth 96h: P. falciparum growth inhibition at 96 hour, primary screen for plastid delayed-death inhibitors; P. falciparum luciferase reporter growth, 96 h; Potency, µM (series often up to 28.7 µM), inactives show at the top dose activity change, negative = inhibition, hits mostly inhibitors; 6.9% of 320,000 active; AID 504834; also: potency is read from the fitted curve at half-maximal effect; % is scaled to controls: 0 for no effect and ±100 for the full control effect
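P. falciparum expressing integrated firefly luciferase grown in erythrocytes (2% hematocrit, 0.05% parasitemia final) with compounds for 96 hours at 37 C, 5% CO2. Growth inhibition read as loss of luminescence after adding luciferase detection reagent.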
Pf growth 48h: P. falciparum growth inhibition at 48 hours (one generation). P. falciparum luciferase growth in erythrocytes, 48 h. Potency, µM (top dose mostly 28.7 µM), without a hit: at the top dose activity change, negative = inhibition, most hits filed as inhibitors. 5.9% of 310,000 active; also: potency is read from the fitted curve at half-maximal effect; % is scaled to controls: 0 for no effect and ±100 for the full control effect
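Read-out is firefly luciferase luminescence from an integrated reporter in P. falciparum, so falling signal marks reduced parasite growth. Infected erythrocytes were at 2% hematocrit and 0.1% parasitemia (final) in Albumax-supplemented RPMI 1640.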
Giardia FBPA inh: inhibitors of Giardia lamblia fructose-1,6-bisphosphate aldolase; A8B2U2; purified Giardia FBPA; Potency, µM (series often up to 59.6 µM), without a hit: at the highest dose activity, negative = inhibition, most hits filed as inhibitors; 0.71% of 290,000 active; AID 2451; also: potency is read from the fitted curve at half-maximal effect; % is scaled to controls: 0 for no effect and ±100 for the full control effect; nearly all actives have a fitted effect of over 55% in size
Target sequence (A8B2U2 whole entry, looked up): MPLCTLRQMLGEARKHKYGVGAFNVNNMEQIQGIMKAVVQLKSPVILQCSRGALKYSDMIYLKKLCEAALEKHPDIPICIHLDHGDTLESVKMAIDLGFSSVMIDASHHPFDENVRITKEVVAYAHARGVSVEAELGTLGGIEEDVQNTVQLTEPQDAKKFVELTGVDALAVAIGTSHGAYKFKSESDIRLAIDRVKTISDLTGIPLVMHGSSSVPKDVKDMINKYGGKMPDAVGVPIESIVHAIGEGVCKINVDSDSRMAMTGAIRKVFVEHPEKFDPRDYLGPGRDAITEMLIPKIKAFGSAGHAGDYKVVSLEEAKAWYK
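Giardia FBPA (40 nM reagent) was preincubated 10 min at RT with compound (up to 57.5 uM final), then substrate plus GAPDH/TPI/NAD/arsenate coupling system with diaphorase/resazurin was added; resorufin fluorescence (525/598 nm) was read after 20 min.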
HCV inh: inhibitors of hepatitis C virus infection; AID 651820; Potency, µM (series often up to 41.8 µM), for the others: top-dose activity change, negative = inhibition, most hits filed as inhibitors; 3.4% of 340,000 active; Huh7.5.1 HCVcc-Cre infection, luciferase reporter, 44 h; also: potency is read from the fitted curve at half-maximal effect; % is scaled to controls: 0 for no effect and ±100 for the full control effect
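A cell-based infection assay in which seeded cells (1,000 per well) receive test compound after 4 h, are inoculated with HCVcc-Cre at approximately 0.5 moi, and are incubated 44 h before luminescence detection.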
The depositor's hits bear a star; ? = inconclusive; . = not tested or not shown; + = active, no number; & = joins results of further samples; [ ] = remark or other dose. Unless noted, calls follow the shape of the dose curve; as a rule, active = well fitted curve in the direction sought with a large enough effect; inconclusive = small, poorly fitted or top-dose-only effect, or another doubt; inactive = no such curve, though single readings can be large; an effect the other way counts as inactive or inconclusive. Hits appear at their usual frequency (roughly 24% active in at least one column).

Preview (2 entries):
SMILES	CHX counter	Shiga inhibitor	Pf growth 96h	Pf growth 48h	Giardia FBPA inh	HCV inh
COc1ccccc1S(=O)(=O)Nc1ccc2cn[nH]c2c1	-3	-3	-30%	5%	-26%	31%[activator]
O=C(Cc1ccccc1)Nc1ccccc1Oc1ccccc1	7	15	42%[activator]	8%	6%	6%

Results, from the first entry:
SMILES	CHX counter	Shiga inhibitor	Pf growth 96h	Pf growth 48h	Giardia FBPA inh	HCV inh
COc1ccccc1S(=O)(=O)Nc1ccc2cn[nH]c2c1	-3	-3	-30%	5%	-26%	31%[activator]
O=C(Cc1ccccc1)Nc1ccccc1Oc1ccccc1	7	15	42%[activator]	8%	6%	6%
O=C(Oc1ccccc1-c1nnco1)c1ccc(Cl)cc1	-2	-12	0%	13%	-3%	-5%
O=S(=O)(c1cccc2nsnc12)N1CCCCC1	-1	8	8.3µM*	11%	-12%	?
COC(=O)C1=C(C)N(c2ccc(OC)cc2)C(C)=C(C(=O)OC)C1c1ccccc1	-2	-1	?	1.3µM*	-1%	?
c1coc(-c2ccnc(-c3ccncc3)n2)c1	11	15	13%	-1%	1%	?
C=CCSc1nnc2c(n1)OC(c1ccco1)Nc1ccccc1-2 (stereo unspecified)	40*	+	0%	20%	?	9%
Cc1cc(=O)oc2cc(OCC(=O)Nc3ccccc3C(=O)O)ccc12	-5	-5	-12%	23%	.	0%
CC(C)CC(=O)N=C1SC2CS(=O)(=O)CC2N1Cc1ccccc1Cl (stereo unspecified)	0	45	10%	-2%	6%	22%
CCOc1cc(NC(=S)NCC(C)C)c(OCC)cc1NC(=O)c1cccs1	1	-4	?	?	-7%	?

Quoted at random: 4 entries already listed
SMILES	CHX counter	Shiga inhibitor	Pf growth 96h	Pf growth 48h	Giardia FBPA inh	HCV inh
C=CCSc1nnc2c(n1)OC(c1ccco1)Nc1ccccc1-2 (stereo unspecified)	40*	+	0%	20%	?	9%
COC(=O)C1=C(C)N(c2ccc(OC)cc2)C(C)=C(C(=O)OC)C1c1ccccc1	-2	-1	?	1.3µM*	-1%	?
Cc1cc(=O)oc2cc(OCC(=O)Nc3ccccc3C(=O)O)ccc12	-5	-5	-12%	23%	.	0%
O=S(=O)(c1cccc2nsnc12)N1CCCCC1	-1	8	8.3µM*	11%	-12%	?

Continuation:
SMILES	CHX counter	Shiga inhibitor	Pf growth 96h	Pf growth 48h	Giardia FBPA inh	HCV inh
COc1cccc(C(=O)N2CCN(C(=O)c3cccc4ccccc34)CC2)c1OC	-3	-7	9%	-25%	-1%	5%
COCCN(CCOC)c1nc(S(=O)(=O)c2ccc(C)cc2)c(Cl)s1	8	2	.	0%	0%	?
O=C1NN(c2ccccc2)C(=O)/C1=C\c1ccccc1	1	-1	?	21%	?	18%
Cc1cccn2c(/C=N/OCc3ccc(F)cc3)c(-c3ccc(Cl)cc3)nc12	-2	-4	12µM*	?	4%	?
CCCC(=O)Nc1cc(C(=O)O)ccc1S(=O)(=O)c1ccc(C)cc1	-4	-16	?	-2%	17%	24%
NS(=O)(=O)c1cccc(NC(=O)CN2CCc3ccccc32)c1	-3	-6	4%	0%	-11%	?
COc1ccc(C(=O)N/N=C/c2ccc(N3CCOCC3)o2)cc1OC	7	-7	-1%	3%	?	11%
CC(C)CC(=O)C1=C(O)C(=O)N(Cc2ccccc2)C1c1ccccc1 (stereo unspecified)	1	.	-11%	30%[activator]	-12%	15%
COc1ccc(-c2c(C#N)c(SCc3c(C)noc3C)nc3c2C(=O)CC(C)(C)C3)cc1	7	12	46%[activator]	-24%	9%	16%
Cc1cc(C(=O)CCC(=O)N2CCN(S(=O)(=O)c3cccs3)CC2)c(C)s1	-3	-5	1%	.	-2%	-20%
CC(C)CC(=O)N1CCC(O)(CS(=O)(=O)Cc2ccccc2Cl)CC1	2	8	0%	38%	-2%	15%
Cc1ccc(NCC(=O)N/N=C\c2ccc[nH]2)cc1	-1	9	1%	2%	-15%	14µM*
CCn1nc(C)c(/C=C2\CCCC3=C2OC(N)=C(C#N)C3c2c(C)nn(CC)c2C)c1C (stereo unspecified)	-1	-19	33%[activator]	10µM*	?	.
C/C(=N\Nc1ccc(S(=O)(=O)Nc2ccccc2)cc1[N+](=O)[O-])c1ccncc1	-3	-4	?	10µM*	6%	.
O=C(Nc1cc2c(cc1Br)OCCO2)c1cccnc1	24*	66	-4%	33%[activator]	.	19%
Cc1ccc(C(CC(=O)N2CCCC2)c2ccccc2)c(O)c1C (stereo unspecified)	-1	-4	.	-18%	10%	-15%
CC(C)c1nc(SCC(=O)N2CCCCCC2)c2c(=O)n(C)c(=O)n(C)c2n1	4	7	-23%	14%	.	?
CN(C)S(=O)(=O)Nc1ccccc1C(N)=O	-3	-3	-14%	2%	-10%	8%
O=C(COC(=O)COc1ccc(Cl)cc1)Nc1ccc(N2CCOCC2)cc1	18	5	4%	?	3%	16%
CCOc1ccc(NS(=O)(=O)c2ccc3c(c2)CCN3C(C)=O)cc1	-2	13	?	9%	5%	10%

Structural class: those above with an aryl methoxy group (5)
SMILES	CHX counter	Shiga inhibitor	Pf growth 96h	Pf growth 48h	Giardia FBPA inh	HCV inh
COc1ccccc1S(=O)(=O)Nc1ccc2cn[nH]c2c1	-3	-3	-30%	5%	-26%	31%[activator]
COC(=O)C1=C(C)N(c2ccc(OC)cc2)C(C)=C(C(=O)OC)C1c1ccccc1	-2	-1	?	1.3µM*	-1%	?
COc1cccc(C(=O)N2CCN(C(=O)c3cccc4ccccc34)CC2)c1OC	-3	-7	9%	-25%	-1%	5%
COc1ccc(C(=O)N/N=C/c2ccc(N3CCOCC3)o2)cc1OC	7	-7	-1%	3%	?	11%
COc1ccc(-c2c(C#N)c(SCc3c(C)noc3C)nc3c2C(=O)CC(C)(C)C3)cc1	7	12	46%[activator]	-24%	9%	16%

Other compounds
SMILES	CHX counter	Shiga inhibitor	Pf growth 96h	Pf growth 48h	Giardia FBPA inh	HCV inh
CCN(CC)S(=O)(=O)c1ccc(/C=C/C(=O)Nc2c(C)n(C)n(-c3ccccc3)c2=O)cc1	-4	15	-18%	0%	0%	-6%
COc1ccc2cc(CN(CC3CCCO3)C(=S)NCc3ccco3)c(=O)[nH]c2c1 (stereo unspecified)	-1	-8	26%	9.3µM*	-24%	0%
CCc1ccccc1NC(=O)COc1cccc(-n2cnnn2)c1	-1	-7	-18%	-5%	2%	-2%
CCOC(=O)C1CCN(C(=O)/C=C/c2ccc3c(c2)OCO3)CC1	29*	77	-47%	131%[activator]	4%	6%
Cc1ccc(C)c(NC(=S)N/N=C2/CCCCc3ccccc32)c1	7	11	4.1µM*	8.3µM*	1%	?
CC(C)C(=O)Nc1cccc(-c2cn3ccccc3n2)c1	14*	17	20%	34%[activator]	0%	12%
CC1CCN(c2ccc(NC(=S)NC(=O)c3ccc(-c4cccc([N+](=O)[O-])c4)o3)cc2)CC1	-1	13	.	4.7µM*	1%	-1%
CCN1CCN(c2ccc(S(=O)(=O)N3CCCCC3)cc2NC(=O)Cc2ccccc2)CC1	.	.	?	?	.	?
O=C(CSc1nnc(-c2cccnc2)n1Cc1ccco1)Nc1cccc(O)c1	-3	-6	7%	3%	7%	24%
Cc1cccc(NC(=O)C(=O)NCCCc2ccccc2)c1	50*	51*	-22%	62%[activator]	2%	-4%
CCC(C)(C(=O)NC1CCCCC1)N(Cc1ccco1)C(=O)CC1NC(=O)NC1=O (stereo unspecified)	-3	-16	-23%	-10%	5%	3%&-11%
CC(=O)NC(c1ccc(F)cc1)c1cccnc1 (stereo unspecified)	-6	0	?	-13%	6%	5%
Cc1cccc(NC(=O)Nc2ccc(S(=O)(=O)Nc3onc(C)c3C)cc2)c1	.	.	93%[activator]	147%[activator]	.	8%
COc1cc(/C=C/CN2CCN(Cc3ccc(C)o3)C(CCO)C2)ccc1O (stereo unspecified)	4	14	0%	8%	-6%	8%
O=[N+]([O-])c1c(Nc2ccc(O)cc2)cc(Cl)c2nonc12	-8	-6	-24%	.	5%	7.1µM*
O=C(NCCN1CCOCC1)/C(=C\c1ccc(Br)cc1)NC(=O)c1cccs1	-3	-2	30%[activator]	-3%	3%	-13%
CCSc1oc(-c2ccco2)nc1S(=O)(=O)c1ccc(C)cc1	5	-3	0%	?	5%	?
COc1ccc(Cc2noc(CN3CCCC(C(=O)c4cccs4)C3)n2)cc1OC (stereo unspecified)	12	-11	-2%	-17%	0%	-12%
O=C(NCc1ccccc1)Nc1cc(Cl)ccc1Cl	-2	-3	?	-2%	4%	27%
COc1ccc(-n2nc(C(=O)NCC(=O)Nc3ccccn3)c3ccccc3c2=O)cc1Cl	0	-4	9.3µM*	6%	-1%	?

Record cards (already shown). Order of screens: CHX counter | Shiga inhibitor | Pf growth 96h | Pf growth 48h | Giardia FBPA inh | HCV inh
Listed for CC(C)CC(=O)N=C1SC2CS(=O)(=O)CC2N1Cc1ccccc1Cl (stereo unspecified) = 0 | 45 | 10% | -2% | 6% | 22%
Listed for O=C(CSc1nnc(-c2cccnc2)n1Cc1ccco1)Nc1cccc(O)c1 = -3 | -6 | 7% | 3% | 7% | 24%

Next section.
SMILES	CHX counter	Shiga inhibitor	Pf growth 96h	Pf growth 48h	Giardia FBPA inh	HCV inh
Cc1nc2ccc(NC(=S)NC3CCCCC3)cc2nc1C	42*	102*	?	143%[activator]	?	25%
CCOc1ccc(N2C(=O)Cc3ccccc3C2=O)cc1	-2	-12	1%	-5%	-10%	8%
COc1ccccc1NC(=O)c1ccc(C(=O)c2ccccc2)o1	10	27	-26%	?	0%	?
O=C(CSc1cccc2cccnc12)Nc1ccccc1F	16*	22	?	15%	-11%	7%
O=C(NCC(=O)N1CC=C(c2ccccc2)CC1)c1ccco1	.	.	24%	50%[activator]	.	11%
CCSc1ccc2nnc(-c3cccs3)n2n1	-6	-5	18%	?	2%	0%
Cc1cccc(OCCCCCn2ccnc2)c1C	5	6	?	?	1%	?
CC(OC(=O)Cc1n[nH]c(=O)c2ccccc12)C(=O)Nc1ccc(F)cc1 (stereo unspecified)	.	.	-13%	?	.	4%
Cc1cc(C)cc(N(CC(=O)O)S(=O)(=O)c2c(C)[nH]c(=O)[nH]c2=O)c1	-7	-22	4%	-8%	4%	23%
COCCNC(=S)NCCc1ccc(Cl)cc1Cl	8	10	-18%	-18%	-7%	-1%
CCOC(=O)N/N=C/c1c(F)c(F)c(F)c(F)c1F	-1	12	?	-15%	5%	-13%
CCOC(=O)CSc1nc2cc(OC)ccc2cc1C#N	22*	116*	0%	201%[activator]	-4%	?
COc1ccc(CNCC(O)(c2ccc(F)cc2)c2ccc(F)cc2)cc1	24	42	?	12µM*	-3%	?
CN(C)S(=O)(=O)c1cccc(NC(=O)COC(=O)/C=C/c2cccs2)c1	6	24	56%[activator]	-31%	2%	7%
